Screening data: PubChem BioAssay, several laboratories
P. falciparum M1AAP: malaria alanyl aminopeptidase activity blockers – biochemical, fluorogenic H-Leu-NHMec substrate, 1536-well (AID 1445); recombinant M1AAP, H-Leu-NHMec fluorogenic kinetic assay; higher % means a stronger effect; inhibition, % at 30 µM; hits with a dose series show IC50 in µM; 220,000 compounds, 0.42% hits;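 active = primary inhibition above the hit cutoff, then over 50% inhibition at one or more dose response concentrations, cut at about 23% in these data, passing the limit was not always enough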;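 note: plate controls were DMSO full reaction for no effect and no enzyme background for full effect; strong numbers were not always called active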
Autophagy mod: autophagy modulation, high-content screen. MEF GFP-LC3 puncta imaging; test concentration mostly 10 µM. calls only at 10 µM (by protocol). 190,000 compounds, 0.98% hits. AID 463193;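 active = percentage of spot-positive cells more than 3 SD above its plate mean, without a fluorescence outlier flag or 80% toxicity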;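 note: spot-positive cell cutoff set from DMSO-treated cells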
bCat nuc transl: modulators of beta-catenin nuclear translocation; nuclear translocation activity, % at 5 µM; 190,000 compounds, 0.3% hits; HeLa beta-catenin nuclear translocation, immunofluorescence imaging;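 active = nuclear translocation activity above 50% at 5 µM, with a well cell count of 50 or more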;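 note: per-cell ratio of nuclear to cytoplasmic median beta-catenin stain intensity; plate controls were DMSO negative control for no effect and GSK-3 inhibitor IX positive control for full effect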
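Test system: HeLa cells, endogenous beta-catenin; Compound: single 5 µM dose plus 0.02–20 µM confirmation series; Times: compound exposure 24 h at 37°C; Signal: fluorescence imaging of beta-catenin antibody stain plus DAPI; Read-out: % activation, nuclear-to-cytoplasmic median beta-catenin signal ratio per cell.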
MT stabilize HCS: stabilizes microtubules in HeLa cells; HeLa tubulin immunostaining HCS, 24 h; share of cells brighter than vehicle mean+2SD; % tubulin-high responders, % at 10 µM; 200,000 compounds, 0.83% hits; AID 2205;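 active = plate Z-score above 3 for both tubulin-high and condensed-nucleus cell shares, with cell loss under 80%, at 10 µM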;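 note: anti alpha tubulin signal scored within the nucleus-defined area of each cell; some results filed as inactive read as strong as hits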
WT yeast gro inh: growth inhibition of WT yeast, mitochondrial fusion screen; mitochondrial fusion phenotypic screen, WT strain; AID 1362; inhibition, % at 10 µM; 190,000 compounds, 2.1% hits; in the data active = inhibition above about 58%; tested in S. cerevisiae
Yfh1-depleted yeast: mitochondrial function rescue without frataxin homolog – Friedreich's ataxia, plus single-dose screen, dose response (AID 1465) | S. cerevisiae Yfh1-off respiration, WST-1 reduction, 72 h; higher fold induction means a stronger effect | one-dose fold induction at 50 µM; EC50 in µM for titrated hits | 220,000 compounds, 0.074% hits;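 active = fold induction of absorbance versus untreated yeast above a set limit, then at least 30% activation at any dose in follow-up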;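 note: activators that raise dye reduction in frataxin-depleted yeast; strong numbers were not always called active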
P. falciparum M17LAP: P. falciparum M17LAP inhibitors, primary screen, biochemical, fluorogenic H-Leu-NHMec substrate, 1536-well (AID 1619). one-dose inhibition, % at 30 µM; IC50 in µM for titrated hits. 220,000 compounds, 0.38% hits. recombinant M17LAP, H-Leu-NHMec fluorogenic kinetic assay; higher % means a stronger effect;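 active = compound inhibiting the enzyme by more than half at any dose during confirmatory dose-response retesting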;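 note: plate controls were full reaction with DMSO carrier for no effect and no enzyme background for full effect; strong numbers were not always called active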
Dynein transport: dynein cargo transport inhibition; 3617.4 mouse cells, GR-EGFP nuclear translocation imaging; test concentration mostly 20 µM; stimulated with dexamethasone, 1 µM; stronger effect = lower value; z-score, hits read low; 220,000 compounds, 0.47% hits; AID 1381;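 active = plate z-score of nuclear minus cytoplasmic receptor signal below a set negative limit, without overly bright fluorescence or cell loss, cut at about -3.5 in these data, passing the limit was not always enough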;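 note: z-score of nuclear minus cytoplasmic ring GR-EGFP intensity difference per well; some compounds called inactive have numbers as strong as hits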
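Buffer or medium – tet-free medium with charcoal-stripped serum · Signal – automated 10x imaging of fixed Hoechst-stained cells · Also added – dexamethasone agonist, 1.0 µM final, for 30 min · Incubation – induction 48 h, compound 1 h, agonist 30 min · Read-out – GR-EGFP nuclear translocation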
T cell modulator: T cell immune modulation candidate | AID 2052 | 330,000 compounds, 0.068% hits | 2C CD8+ T cell-vesicle binding, flow cytometry; stronger effect = lower value | calls only at 7 µM;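 active = response, share of CD8 T cells binding vesicles, and their 90th percentile fluorescence all below set limits, cut at about 80% in these data, passing the limit was not always enough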
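Read-out – percent CD8+ FL2 mean versus row control · System – murine 2C transgenic CD8+ T lymphocytes · Times – 1.5 h cell–vesicle binding at 37 °C, then 20 min icy labelling · Control set – naked vesicles low, QL9 vesicles with vehicle high · Detection – cytometric PE anti-B7-1 and Alexa647 anti-CD8 signals after 1% paraformaldehyde fixation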
WT yeast gro inh mutant strain: second read-out of WT yeast gro inh, no call of its own (marks repeat the call); inhibition, %; mitochondrial fusion phenotypic screen, mutant strain inhibition
Dynein transport cytoplasmic EGFP: also measured in Dynein transport; calls as there; z-score; measured here: cytoplasmic GR-EGFP intensity; stronger effect = higher value
Dynein transport nuclear GR-EGFP: further read-out of Dynein transport, marked with its call; z-score; measured here: nuclear GR-EGFP intensity;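 lower value marks the stronger effect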
Dynein transport cell count: also measured in Dynein transport; calls as there; z-score; measured here: cell count per field
bCat nuc transl cell count 5 µM: second read-out of bCat nuc transl, no call of its own (marks repeat the call); cell count; measured here: cell count, cytotoxicity flag
T cell modulator vesicle-bound %: recorded beside T cell modulator, whose call it bears; double positive events, %; measured here: CD8+ vesicle-bound cell fraction;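 binding gate set so that unloaded-vesicle control wells show 10% double positive cells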
MT stabilize HCS Hoechst-high %: also measured in MT stabilize HCS; calls as there; % Hoechst-high responders; measured here: nuclear condensation Hoechst responders;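 share of cells brighter than vehicle mean plus two SD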
MT stabilize HCS cytotoxicity %: further read-out of MT stabilize HCS, marked with its call; toxicity, %; measured here: cytotoxicity by cell density;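 0% = mean cell density of plate MIN control wells and 100% = no cells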
Autophagy mod cell loss 18 h: second read-out of Autophagy mod, no call of its own (marks repeat the call); toxicity, %; measured here: cell loss, nuclei count;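 cell loss after 18 h compound exposure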
* marks the source's active call; other numbers are inactive results.

For COc1cccc(/C(O)=C/c2nc3ccc(C(=O)NCCc4ccc(Cl)cc4)cc3[nH]c2=O)c1 the results were P. falciparum M1AAP 6%, Autophagy mod active, bCat nuc transl -0.7, MT stabilize HCS 6.5, WT yeast gro inh -9, Yfh1-depleted yeast inactive, P. falciparum M17LAP 2%, Dynein transport -6.8, WT yeast gro inh mutant strain 12, Dynein transport cytoplasmic EGFP 18, Dynein transport nuclear GR-EGFP 0.53, Dynein transport cell count 0.25, bCat nuc transl cell count 5 µM 1105, MT stabilize HCS Hoechst-high % 6.5, MT stabilize HCS cytotoxicity % 0.2 and Autophagy mod cell loss 18 h 8.9*.
Cc1ccnc(NS(=O)(=O)c2ccc(N3C(=O)c4ccccc4C3=O)cc2)n1 was read as P. falciparum M1AAP -3%, Autophagy mod inactive, MT stabilize HCS 6.3, WT yeast gro inh 2, P. falciparum M17LAP -7%, Dynein transport 0.062, T cell modulator inactive, WT yeast gro inh mutant strain -6, Dynein transport cytoplasmic EGFP -0.19, Dynein transport nuclear GR-EGFP -0.17, Dynein transport cell count 0.22, T cell modulator vesicle-bound % 68, MT stabilize HCS Hoechst-high % 2.0, MT stabilize HCS cytotoxicity % 7.2 and Autophagy mod cell loss 18 h -4.
`CCCCSCc1ccc(C(=O)O)o1` gave P. falciparum M1AAP -2%, Autophagy mod inactive, bCat nuc transl -0.9, MT stabilize HCS 2.6, WT yeast gro inh -8, Yfh1-depleted yeast inactive, P. falciparum M17LAP 1%, Dynein transport 0.064, T cell modulator inactive, WT yeast gro inh mutant strain -10, Dynein transport cytoplasmic EGFP -0.26, Dynein transport nuclear GR-EGFP -0.067, Dynein transport cell count 0.23, bCat nuc transl cell count 5 µM 1131, T cell modulator vesicle-bound % 21, MT stabilize HCS Hoechst-high % 1.4, MT stabilize HCS cytotoxicity % 5.3 and Autophagy mod cell loss 18 h -2.
`O=[N+]([O-])c1ccc(Cl)c(CN2CCSCC2)c1` gave P. falciparum M1AAP 0%, Autophagy mod inactive, bCat nuc transl -1.7, MT stabilize HCS 2.2, WT yeast gro inh -1, Yfh1-depleted yeast inactive, P. falciparum M17LAP -3%, Dynein transport -0.43, T cell modulator inactive, WT yeast gro inh mutant strain -18, Dynein transport cytoplasmic EGFP 0.27, Dynein transport nuclear GR-EGFP -0.14, Dynein transport cell count 0.64, bCat nuc transl cell count 5 µM 801, T cell modulator vesicle-bound % 29, MT stabilize HCS Hoechst-high % 1.3, MT stabilize HCS cytotoxicity % 5.6 and Autophagy mod cell loss 18 h -10.
For Oc1ccccc1/C=N/[n+]1ccccc1 the results were P. falciparum M1AAP 14%, bCat nuc transl -1.2, Yfh1-depleted yeast inactive, P. falciparum M17LAP 8%, Dynein transport -0.087, T cell modulator inactive, Dynein transport cytoplasmic EGFP -0.2, Dynein transport nuclear GR-EGFP 0.064, Dynein transport cell count 0.6, bCat nuc transl cell count 5 µM 1354 and T cell modulator vesicle-bound % 19.
Screening C=CCn1c(SCC(=O)c2ccc(OC)cc2)nnc1-c1cc2cccc(OC)c2o1 returned P. falciparum M1AAP 10%, Autophagy mod inactive, bCat nuc transl -1.1, MT stabilize HCS 3.3, WT yeast gro inh 4, Yfh1-depleted yeast inactive, P. falciparum M17LAP 4%, Dynein transport -0.19, T cell modulator inactive, WT yeast gro inh mutant strain 7, Dynein transport cytoplasmic EGFP -0.22, Dynein transport nuclear GR-EGFP -0.15, Dynein transport cell count 0.74, bCat nuc transl cell count 5 µM 1004, T cell modulator vesicle-bound % 43, MT stabilize HCS Hoechst-high % 2.0, MT stabilize HCS cytotoxicity % 1.6 and Autophagy mod cell loss 18 h -5.
CCn1cc(C(=O)OCC(=O)NCc2ccc3c(c2)OCO3)c(=O)c2ccc(C)nc21 was read as P. falciparum M1AAP 18%, Autophagy mod inactive, bCat nuc transl 0.1, MT stabilize HCS 1.7, WT yeast gro inh 14, Yfh1-depleted yeast inactive, P. falciparum M17LAP -1%, Dynein transport -0.4, T cell modulator inactive, WT yeast gro inh mutant strain 15, Dynein transport cytoplasmic EGFP -0.18, Dynein transport nuclear GR-EGFP -0.095, Dynein transport cell count 0.004, bCat nuc transl cell count 5 µM 1019, T cell modulator vesicle-bound % 10, MT stabilize HCS Hoechst-high % 1.7, MT stabilize HCS cytotoxicity % 8.9 and Autophagy mod cell loss 18 h 59.
Screening O=C(NCc1ccco1)C(=O)c1cn(CC(=O)N2CCCCCC2)c2ccccc12 returned P. falciparum M1AAP 11%, Autophagy mod inactive, bCat nuc transl 0.5, MT stabilize HCS 1.7, WT yeast gro inh -14, P. falciparum M17LAP 12µM*, Dynein transport -1.4, T cell modulator inactive, WT yeast gro inh mutant strain 4, Dynein transport cytoplasmic EGFP -0.13, Dynein transport nuclear GR-EGFP -0.65, Dynein transport cell count 0.83, bCat nuc transl cell count 5 µM 1088, T cell modulator vesicle-bound % 55, MT stabilize HCS Hoechst-high % 1.7, MT stabilize HCS cytotoxicity % 6.5 and Autophagy mod cell loss 18 h -2.
Screening Cc1cc(C)c(C(=O)Nc2ccc(Br)c(C(F)(F)F)c2)c(C)c1 returned P. falciparum M1AAP 1%, Autophagy mod inactive, MT stabilize HCS 2.7, WT yeast gro inh 81*, Yfh1-depleted yeast inactive, P. falciparum M17LAP 7%, Dynein transport -0.4, T cell modulator inactive, WT yeast gro inh mutant strain 78*, Dynein transport cytoplasmic EGFP -0.28, Dynein transport nuclear GR-EGFP -0.54, Dynein transport cell count 0.21, T cell modulator vesicle-bound % 50, MT stabilize HCS Hoechst-high % 3.0, MT stabilize HCS cytotoxicity % 10 and Autophagy mod cell loss 18 h 10.
`Cc1ccc(OCC(=O)NNC(=O)C(=O)N2CCCC2)c(C)c1` gave P. falciparum M1AAP 4%, Autophagy mod inactive, bCat nuc transl -2.2, MT stabilize HCS 2.3, WT yeast gro inh 20, Yfh1-depleted yeast inactive, P. falciparum M17LAP 8%, Dynein transport -0.38, T cell modulator inactive, WT yeast gro inh mutant strain 1, Dynein transport cytoplasmic EGFP -0.32, Dynein transport nuclear GR-EGFP -0.61, Dynein transport cell count 1.1, bCat nuc transl cell count 5 µM 1041, T cell modulator vesicle-bound % 7, MT stabilize HCS Hoechst-high % 2.1, MT stabilize HCS cytotoxicity % 3.9 and Autophagy mod cell loss 18 h -1.
For COc1ccc(NC(=O)CN2CCN(S(=O)(=O)c3ccc(F)cc3)CC2)cc1Cl the results were P. falciparum M1AAP 1%, Autophagy mod inactive, bCat nuc transl -1.7, MT stabilize HCS 5.9, WT yeast gro inh 12, Yfh1-depleted yeast inactive, P. falciparum M17LAP -7%, Dynein transport -0.031, T cell modulator inactive, WT yeast gro inh mutant strain -6, Dynein transport cytoplasmic EGFP -0.32, Dynein transport nuclear GR-EGFP -0.23, Dynein transport cell count 0.32, bCat nuc transl cell count 5 µM 1057, T cell modulator vesicle-bound % 50, MT stabilize HCS Hoechst-high % 3.5, MT stabilize HCS cytotoxicity % 2.0 and Autophagy mod cell loss 18 h -9.
`O=C(c1ccccc1)N1N=C(c2ccccc2)CC1c1ccc2nccnc2c1` (stereo unspecified) gave P. falciparum M1AAP -1%, Autophagy mod inactive, bCat nuc transl -2.8, MT stabilize HCS 3.8, WT yeast gro inh 15, Yfh1-depleted yeast inactive, P. falciparum M17LAP -5%, Dynein transport -1.2, T cell modulator inactive, WT yeast gro inh mutant strain -3, Dynein transport cytoplasmic EGFP -0.15, Dynein transport nuclear GR-EGFP -0.69, Dynein transport cell count 0.23, bCat nuc transl cell count 5 µM 1207, T cell modulator vesicle-bound % 4, MT stabilize HCS Hoechst-high % 2.6, MT stabilize HCS cytotoxicity % 6.7 and Autophagy mod cell loss 18 h 5.
N#C/C(=C/c1ccc(CNC(=O)C(=O)Nc2cc(Cl)cc(Cl)c2)o1)C(=O)NCc1cccnc1 was read as P. falciparum M1AAP 3%, Autophagy mod inactive, bCat nuc transl -0.3, MT stabilize HCS 5.3, WT yeast gro inh -1, Yfh1-depleted yeast inactive, P. falciparum M17LAP 3%, Dynein transport -0.063, T cell modulator inactive, WT yeast gro inh mutant strain 1, Dynein transport cytoplasmic EGFP 0.28, Dynein transport nuclear GR-EGFP -0.16, Dynein transport cell count -0.06, bCat nuc transl cell count 5 µM 865, T cell modulator vesicle-bound % 32, MT stabilize HCS Hoechst-high % 3.0, MT stabilize HCS cytotoxicity % 8.6 and Autophagy mod cell loss 18 h 21.
O=c1c2ccccc2nc(COc2ccccc2)n1/N=C/c1ccc(O)cc1O was read as P. falciparum M1AAP 20%, bCat nuc transl 1.5, Yfh1-depleted yeast inactive, P. falciparum M17LAP 2%, Dynein transport -0.46, T cell modulator inactive, Dynein transport cytoplasmic EGFP -0.19, Dynein transport nuclear GR-EGFP -0.27, Dynein transport cell count 1, bCat nuc transl cell count 5 µM 1317 and T cell modulator vesicle-bound % 27.
O=C(CCS(=O)(=O)c1ccc(Cl)cc1)Nc1ccc(N2CCOCC2)cc1 was read as P. falciparum M1AAP 4%, bCat nuc transl -2.0, Yfh1-depleted yeast inactive, P. falciparum M17LAP 19%, Dynein transport -0.39, T cell modulator inactive, Dynein transport cytoplasmic EGFP -0.26, Dynein transport nuclear GR-EGFP -0.28, Dynein transport cell count 0.25, bCat nuc transl cell count 5 µM 1077 and T cell modulator vesicle-bound % 52.
